# ADAM10 inh: human ADAM10 inhibitors, primary screen, biochemical, QFRET, HTS; Disintegrin and metalloproteinase domain-containing protein 10 (Homo sapiens), O14672; recombinant ADAM10, EDANS/DABCYL FRET peptide cleavage, 3 h; inhibition, % at 7 µM; 370,000 compounds, 0.62% hits; AID 720582, 2013;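 active = inhibition above a per-campaign cutoff equal to the mean of compounds falling between control-based bounds plus 3 SD, cut at about 20% in these data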;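 also: 0% = DMSO wells while the 100% control is not disclosed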
# PLC-beta3 inh: human PLC-beta3 inhibitors, primary screen, biochemical, fluorescence. 1-phosphatidylinositol 4,5-bisphosphate phosphodiesterase beta-3 (Homo sapiens), Q01970. Purified PLC-beta3, fluorogenic substrate. inhibition, % at 12.2 µM. 370,000 compounds, 0.18% hits; in the data active = inhibition above about 11%;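 also: 0% = median of compound wells on plate and 100% = full blocker control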
# ssDAF12 agonist: S. stercoralis DAF-12 nuclear receptor activators, primary screen, cell-based, luminescence, HEK293, GRIP1 co-expression, lit1-tk-luc | activation, % at 6.8 µM | Nuclear hormone receptor DAF-12 (Strongyloides stercoralis) | HEK293 ssDAF-12/GRIP1 lit1-tk-luc reporter; % of 3 µM dafachronic acid response | 370,000 compounds, 1% hits;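 active = activation above the mean over all tested compounds plus 3 SD, cut at about 0.9% in these data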;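 also: 0% = DMSO-only wells and 100% = 3 µM delta7-dafachronic acid wells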
# GAA850 FXN act: FXN promoter activators, primary screen, cell-based, luciferase luminescence, HEK293 lucGAA850; HEK293 lucGAA850 FXN promoter luciferase reporter, 24 h; percent of 10 µM SAHA response; activation, % at 6 µM; 360,000 compounds, 0.56% hits;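 active = activation above the average of all compounds screened plus 3 SD, cutoff fixed separately per campaign, cut at about 7.5% in these data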;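 also: 0% = DMSO wells and 100% = 10 µM SAHA wells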
# DAX1 inh-1: DAX1 (NR0B1) inhibitors on StAR promoter, primary screen, cell-based, luminescence, SF-1 (NR5A1), full-length DAX-1; HEK293T StAR-luciferase reporter, SF-1/DAX-1 repression relief; inhibition, % at 6.8 µM; 370,000 compounds, 1.1% hits; AID 652010, 2013;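 active = inhibition above the mean over all tested compounds plus 3 SD, cut at about 3.6% in these data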;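 also: 0% = DAX-1 cells with DMSO and 100% = cells lacking DAX-1 with DMSO; higher inhibition means more luminescence from relief of DAX-1 repression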
# hgDAF12 agonist: H. glycines DAF-12 receptor agonists, primary screen, cell-based, luminescence, HEK293, GAL4 fusion, UAS-luciferase; HEK293 GAL4-hgDAF12 UAS-luciferase reporter, agonist luminescence; normalized to butyrate control; activation, % at 6.8 µM; 370,000 compounds, 1.8% hits; AID 687014, 2013;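 active = activation above a cutoff set at the mean of all screened compounds plus 3 SD, cut at about 10% in these data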;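 also: 0% = DMSO wells and 100% = sodium butyrate wells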
# hcDAF-12 act: H. contortus DAF-12 nuclear receptor activators, primary screen, cell-based, luminescence, HEK293, lit1-tk-luc reporter; HEK293 hcDAF-12 lit1-tk-luc reporter; 0% DMSO, 100% Δ7-dafachronic acid; 370,000 compounds, 1.4% hits; AID 652067, 2013; activation, % at 6.8 µM;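 active = activation above the mean of all tested compounds plus 3 SD, cut at about 5.5% in these data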;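 also: 100% = response to 3 µM Δ7-dafachronic acid high control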
# DAX1 inh-2: DAX1 (NR0B1) inhibitors, primary screen, cell-based, HEK293, Gal4-DAX1, luciferase luminescence; Nuclear receptor subfamily 0 group B member 1 (Homo sapiens), P51843; HEK293 Gal4-DAX1 luciferase reporter; inhibition, % at 6.75 µM; 340,000 compounds, 0.99% hits; AID 504766, 2011;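 active = inhibition above the mean over all tested compounds plus 3 SD, cut at about 4.2% in these data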;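 also: 0% = DAX1-transfected cells with DMSO and 100% = empty-vector control cells with DMSO; inhibition shows as a rise in luminescence from relieved DAX1 repression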
# ADAM17 inh: ADAM17 inhibitors, primary screen, biochemical, QFRET | recombinant ADAM17, EDANS/DABCYL FRET peptide cleavage | inhibition, % at 6.95 µM | 370,000 compounds, 0.83% hits;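 active = inhibition above the mean of compounds lying between control limits plus 3 SD, set per campaign, cut at about 8.5% in these data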;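 also: 0% = DMSO-only wells as the low control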
# sPLA2-III inh: human group III sPLA2 inhibitors, primary screen, biochemical, QFRET, BODIPY PC-A2 liposome substrate; inhibition, % at 12.2 µM; Group 3 secretory phospholipase A2 (Homo sapiens), Q9NZ20; 370,000 compounds, 0.56% hits; QFRET BODIPY PC-A2 liposome hydrolysis, fluorescence;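 active = inhibition above mean plus 3 SD of compounds lying within the high and low control bounds, cut at about 19% in these data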;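 also: 0% = median of test compound wells and 100% = no enzyme DMSO wells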
# PLCg1 inh: PLC-gamma1 enzyme inhibitors, primary screen, biochemical, fluorescence, purified enzyme. 1-phosphatidylinositol 4,5-bisphosphate phosphodiesterase gamma-1 (Homo sapiens), P19174. fluorogenic substrate. inhibition, % at 12.2 µM. 370,000 compounds, 0.84% hits. AID 720700, 2013; in the data active = inhibition above about 9.5%
# Target sequence (P19174 whole entry, looked up): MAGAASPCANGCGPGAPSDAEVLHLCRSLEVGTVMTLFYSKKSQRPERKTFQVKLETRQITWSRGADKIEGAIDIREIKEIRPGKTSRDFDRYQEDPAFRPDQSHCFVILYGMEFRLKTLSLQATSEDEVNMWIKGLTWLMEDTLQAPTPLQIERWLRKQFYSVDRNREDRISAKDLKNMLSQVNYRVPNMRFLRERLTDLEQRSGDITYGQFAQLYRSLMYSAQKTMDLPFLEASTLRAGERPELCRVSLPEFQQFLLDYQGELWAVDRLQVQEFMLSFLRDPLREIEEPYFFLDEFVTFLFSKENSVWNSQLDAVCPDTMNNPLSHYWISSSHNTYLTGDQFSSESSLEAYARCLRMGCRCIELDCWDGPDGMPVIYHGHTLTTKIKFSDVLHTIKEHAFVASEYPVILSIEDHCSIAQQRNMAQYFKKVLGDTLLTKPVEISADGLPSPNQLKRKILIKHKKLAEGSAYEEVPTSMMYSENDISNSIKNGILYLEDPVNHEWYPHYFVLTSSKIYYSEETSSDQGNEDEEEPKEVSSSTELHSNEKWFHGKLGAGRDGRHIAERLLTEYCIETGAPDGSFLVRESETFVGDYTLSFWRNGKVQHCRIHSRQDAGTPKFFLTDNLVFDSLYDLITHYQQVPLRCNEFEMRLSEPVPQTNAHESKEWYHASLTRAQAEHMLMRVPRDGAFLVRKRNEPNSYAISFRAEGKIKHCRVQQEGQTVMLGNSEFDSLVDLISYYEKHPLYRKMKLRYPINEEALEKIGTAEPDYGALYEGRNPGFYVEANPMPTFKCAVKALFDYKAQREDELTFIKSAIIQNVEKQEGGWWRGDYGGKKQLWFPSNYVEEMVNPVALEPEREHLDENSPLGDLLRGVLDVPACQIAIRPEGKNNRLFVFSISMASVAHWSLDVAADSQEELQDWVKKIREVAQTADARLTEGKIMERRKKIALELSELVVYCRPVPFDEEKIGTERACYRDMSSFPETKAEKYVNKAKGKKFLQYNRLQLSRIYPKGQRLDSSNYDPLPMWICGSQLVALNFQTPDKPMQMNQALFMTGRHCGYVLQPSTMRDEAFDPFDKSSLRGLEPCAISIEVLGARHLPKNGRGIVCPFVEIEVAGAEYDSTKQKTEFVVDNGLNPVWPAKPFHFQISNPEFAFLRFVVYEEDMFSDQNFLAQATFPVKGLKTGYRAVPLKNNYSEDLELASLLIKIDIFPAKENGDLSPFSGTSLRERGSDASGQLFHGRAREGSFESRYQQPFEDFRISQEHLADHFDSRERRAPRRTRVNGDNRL
# An asterisk follows results filed as active; i = inactive; x = no result given.
molecule	ADAM10 inh	PLC-beta3 inh	ssDAF12 agonist	GAA850 FXN act	DAX1 inh-1	hgDAF12 agonist	hcDAF-12 act	DAX1 inh-2	ADAM17 inh	sPLA2-III inh	PLCg1 inh
CC(c1ccccc1)N1C(=O)CC(Sc2ncccc2C(=O)O)C1=O (centres undefined)	10	-4	-1.3	-1.5	0.7	-2.4	0.0	0.1	-5	13	2
CCCC[C@@H]1CCCO[C@@](C(=O)NCc2ccccn2)(C(F)(F)F)C1	4	-28	-0.8	1.3	0.5	-2.1	-1.0	-1.8	5	8	6
COc1ccc(-c2cnc(SCC(=O)Nc3ccc4c(c3)OCO4)n2Cc2ccco2)cc1	14	-3	-1.6	-6.3	-1.4	-4.5	-2.3	-1.4	4	-15	-1
COc1ccc(N=c2cc(-c3ccc(O)cc3)oc3ccccc23)cc1	1	-180	-0.9	3.5	-0.1	3.8	1.2	0.2	0	-17	-143
O=C(NC1CCN(C(=O)Nc2ccccc2Cl)CC1)c1ccco1	4	-4	-0.8	-0.3	-0.1	-1.1	0.0	1.8	1	1	-4
O=C(Cc1ccc(-n2cccc2)cc1)NC1CCCCCC1	-4	-2	-1.7	2.1	-0.3	1.3	-2.6	-0.7	-1	-14	0
CC(=O)c1ccc(COC(=O)Cc2ccc([N+](=O)[O-])cc2)cc1	-3	-4	-1.5	1.4	-0.3	0.8	0.8	-0.6	1	-48	1
Cn1c(=O)oc2cc(S(=O)(=O)N3CCCC(C(=O)NCCN4CCOCC4)C3)ccc21 (centres undefined)	-7	4	-0.1	-1.9	0.0	2.5	-0.7	0.2	-2	0	3
Cc1ccc2nc(C)cc(Nc3ccc([N+](=O)[O-])cc3)c2c1	-2	-2	-1.9	5.1	-0.8	-2.4	-2.8	x	1	-8	-2
O=C(CSCc1ccccc1)Nc1ccccc1	-3	3	-0.1	-0.3	0.8	5.6	2.0	7.1*	0	4	3
c1cncc(-c2nc(NCc3cccs3)c3ccccc3n2)c1	2	-18	-1.9	2.2	-1.9	-1.4	0.5	-0.9	-6	-11	-7
O=C(O)/C(CC(=O)c1ccc(Cl)cc1)=N/Nc1ccc([N+](=O)[O-])cc1[N+](=O)[O-]	8	-7	-0.9	0.2	-0.3	0.0	-0.4	-1.1	0	-7	4
O=C(COC(=O)c1ccc(NS(=O)(=O)c2cccs2)cc1)NCC1CCCO1 (centres undefined)	-2	2	-1.6	-0.1	0.4	0.1	0.3	0.3	-6	-1	2
COc1ccccc1NC(=O)Nc1cc(F)ccc1F	6	4	-1.8	-1.4	0.1	5.8	-0.9	0.2	6	1	0
CC(=O)c1cc(-c2cccc(C#N)c2)c(=O)n2c1CCC2	-6	2	-1.0	x	-0.1	-0.9	-0.8	x	-4	-4	0
CCc1cc(Cn2nc(-c3ccccc3)cc2C(=O)NCCOC)on1	2	3	-1.1	-1.0	-0.5	-0.8	-1.2	0.3	-1	-4	2
C/C(N)=C(/C#N)C(=O)CSc1nncn1-c1ccccc1	-3	-2	-1.5	1.1	0.4	-1.9	-1.4	0.4	-2	2	1
Cc1cc(S(=O)(=O)c2cc3ccc(O)c(C)c3oc2=O)ccc1F	i	i	-1.0	-1.0	-0.2	-0.2	2.6	2.6	-269	-3	-365
O=C(NNc1nc2c(F)cc(F)cc2s1)c1ccccc1	15	2	-0.7	2.1	0.8	0.0	0.2	0.4	4	13	1
CC1(C)C(=O)Nc2ccccc2N1C(=O)COc1ccc(C#N)cc1	-9	-7	-1.7	1.1	-2.3	1.7	-0.5	-0.3	-3	3	0
O=C(CSc1oc(-c2ccco2)nc1S(=O)(=O)c1ccc(F)cc1)NCC1CCCO1 (centres undefined)	-12	-48	-1.6	0.5	0.2	-2.2	-0.3	0.2	-7	-3	-38
COCCN(C(=O)COC(=O)CNC(=O)c1cccs1)c1c(N)n(Cc2ccccc2)c(=O)[nH]c1=O	-6	-8	-0.4	-0.2	1.0	4.9	0.0	-0.6	-3	4	1
CCN(C(=O)CN1C(=O)/C(=C/c2ccccc2)SC1=S)C1CCS(=O)(=O)C1 (centres undefined)	2	-9	-0.5	0.2	-0.2	1.4	1.0	-0.7	-1	3	2
Cc1nc2cc(NS(=O)(=O)c3ccc(Br)cc3)ccc2n1C	-7	-3	-1.2	-0.9	-0.7	1.9	-1.7	-2.5	0	-2	2
CCOC(=O)c1ccc2ncc(-c3ccccc3)nc2c1	1	-1	-0.8	6.1	4.3*	3.9	0.4	2.4	2	1	-1
CCOc1ccc(-n2c(COc3ccccc3)nnc2SCC(=O)Nc2ccc(OCc3ccccc3)cc2)cc1	10	3	-1.5	x	0.2	1.9	-0.4	x	2	-3	2
CN(C(=O)c1ccccc1C(=O)OCC(=O)Nc1ccc(S(N)(=O)=O)cc1)c1ccccc1	-1	-7	-0.8	-1.5	-1.2	-0.2	0.3	1.0	-5	1	0
C=CCc1ccccc1OCC(=O)NNC(=S)NCc1ccccc1	17	-15	-1.2	0.8	-0.1	-2.5	-0.5	-0.4	1	-11	-4
CCC(c1nnc(SCC(=O)NC23CC4CC(CC(C4)C2)C3)o1)N(C)C (centres undefined)	-2	-2	-0.6	1.2	-0.6	-1.0	-2.2	-1.1	-5	1	-4
NC(N)=Nc1nc2ccc([N+](=O)[O-])cc2[nH]1	4	-11	-1.5	2.8	0.5	4.3	0.0	0.8	-1	-5	-2

# Whole records, quoted from the list:
# Listed for `CCOc1ccc(-n2c(COc3ccccc3)nnc2SCC(=O)Nc2ccc(OCc3ccccc3)cc2)cc1` : ADAM10 inh: 10; PLC-beta3 inh: 3; ssDAF12 agonist: -1.5; GAA850 FXN act: x; DAX1 inh-1: 0.2; hgDAF12 agonist: 1.9; hcDAF-12 act: -0.4; DAX1 inh-2: x; ADAM17 inh: 2; sPLA2-III inh: -3; PLCg1 inh: 2
# Listed for `CN(C(=O)c1ccccc1C(=O)OCC(=O)Nc1ccc(S(N)(=O)=O)cc1)c1ccccc1` : ADAM10 inh: -1; PLC-beta3 inh: -7; ssDAF12 agonist: -0.8; GAA850 FXN act: -1.5; DAX1 inh-1: -1.2; hgDAF12 agonist: -0.2; hcDAF-12 act: 0.3; DAX1 inh-2: 1.0; ADAM17 inh: -5; sPLA2-III inh: 1; PLCg1 inh: 0

# Other results follow.
molecule	ADAM10 inh	PLC-beta3 inh	ssDAF12 agonist	GAA850 FXN act	DAX1 inh-1	hgDAF12 agonist	hcDAF-12 act	DAX1 inh-2	ADAM17 inh	sPLA2-III inh	PLCg1 inh
OC(c1ccc(-c2ccccc2)cc1)c1ncc(-c2ccccc2Cl)[nH]1 (centres undefined)	14	2	-1.4	-0.2	-0.8	0.1	-0.4	x	6	-22	-2
O=C(CSc1nnc(-c2ccco2)o1)NC1CCCCCC1	7	1	-1.0	-0.3	0.4	1.2	-1.0	0.1	-3	10	-3
CN(C(=O)CN1C(=O)S/C(=C\c2ccccc2Cl)C1=O)C1CCS(=O)(=O)C1 (centres undefined)	3	-4	-1.8	0.5	-0.5	-5.7	-2.1	0.0	-3	4	-2
Cc1ccc(/C=C(\C#N)C(=O)Nc2c(C)cccc2C)s1	2	-3	-1.9	0.2	0.0	-1.6	1.3	-1.3	0	-10	1
CC(=O)COc1ncnc2c(Cl)cc(Cl)cc12	-1	1	-1.7	0.8	0.4	2.9	-0.8	0.4	-1	-8	2
O/N=C1/CCSc2ccccc21	-8	-1	-1.6	-0.5	0.5	-0.4	0.3	0.4	-5	6	-1
CC(=O)N1CCN=C1SCc1cccc(C(F)(F)F)c1	-1	0	-1.1	-2.2	-0.4	0.9	-1.4	-0.5	-2	-1	-2
O=C(c1c(F)cccc1F)N1CCN=C1SCc1ccccc1	-4	-7	-1.6	1.0	-0.2	-0.3	-2.2	0.8	-2	-3	2
CC(=O)Nc1ccc(NC(=O)CSc2ccc3nnc(-c4cccnc4)n3n2)cc1	-1	-6	-0.4	2.1	-0.1	3.1	1.4	0.6	-1	-2	0
CCc1nc(C)cc2c1sc1ccccc12	4	-3	-0.6	0.3	-0.2	0.4	-0.3	x	2	0	3
CCC1CCCCN1C(=O)c1c[nH]c2ccc(S(=O)(=O)N(C)c3ccc(Cl)cc3)cc2c1=O (centres undefined)	-7	0	-0.8	-0.3	-0.1	-0.7	-0.7	-0.7	-4	5	2
CCOc1ccccc1NC(=O)C(OC(=O)c1ccc(N(C)C)cc1)c1ccccc1 (centres undefined)	4	1	-0.9	0.1	-0.1	-1.2	1.3	-0.6	2	0	2
Cc1cc(C)c2nc(Cl)c(Cl)nc2c1	3	-7	-0.3	1.1	0.5	-1.5	-1.3	2.0	-4	2	1
CC(NC(=O)C1CCC(CNS(=O)(=O)c2ccccc2)CC1)c1ccccc1 (centres undefined)	3	3	-1.4	0.9	-0.5	-0.9	-1.4	0.1	-5	11	-2
Clc1ccc2c(c1)Nc1ccccc1CC2	5	-8	-0.7	1.8	-0.1	1.8	1.9	0.5	4	22*	7
O=C(O)COc1ccccc1/C=C1\C(=O)Nc2ccc(Br)cc21	-2	-1	-0.9	0.5	0.3	-0.5	4.7	2.5	1	-38	2
N=c1ccn(Cc2ccc(F)cc2)cc1	-10	-3	-1.6	0.8	-0.1	-1.1	1.3	x	-4	-5	-1
CC1CCN(C(=O)CCCN2C(=O)c3cccnc3Oc3ccc(Cl)cc32)CC1	8	-2	-0.7	0.7	-0.4	-1.9	-2.1	0.4	-4	-5	2
Cc1ccc(S(=O)(=O)N/N=C/c2ccc(OCC(=O)Nc3ccccc3Cl)cc2)cc1	14	5	-1.1	0.8	-1.0	1.9	0.3	-1.6	6	-42	6

# DAX1 inh-2, entries above that show a hit
smiles	ADAM10 inh	PLC-beta3 inh	ssDAF12 agonist	GAA850 FXN act	DAX1 inh-1	hcDAF-12 act	DAX1 inh-2	ADAM17 inh	sPLA2-III inh	PLCg1 inh
O=C(CSCc1ccccc1)Nc1ccccc1	-3	3	-0.1	-0.3	0.8	2.0	7.1*	0	4	3

# Source: PubChem
